# BoNT F protease: blocks Botulinum neurotoxin F light chain protease. Multiplex microsphere protease cleavage assay, flow cytometry. inhibition, % at 10 µM. 360,000 compounds, 0.22% hits. AID 588497; in the data active means inhibition above about 35%, passing the limit was not always enough; inconclusive means no clear call, values can overlap the other calls; further: plate controls were buffer without enzyme for full effect and enzyme alone for no effect
# BoNT-A LC inh2: inhibitors of Botulinum neurotoxin A light chain protease; AID 588499; multiplex microsphere protease substrate cleavage, flow cytometry; inhibition, % at 10 µM; 360,000 compounds, 0.17% hits; further: plate controls were buffer without enzyme for full effect and enzyme alone for no effect
# TcdB GH inh: blocks C. difficile toxin B glycohydrolase activity; TcdB glycohydrolase enzymatic assay, plate reader; P18177; AID 652162; inhibition, % at 9.99 µM; 350,000 compounds, 0.24% hits; in the data active means inhibition above about 10%
# CCHF vOTU inh: CCHFV vOTU protease inhibition. AID 651958. Pep-AMC fluorescence. inhibition, % at 11.5 µM. 370,000 compounds, 0.55% hits; in the data active means inhibition above about 30%; further: 0% = vehicle wells with enzyme and 100% = no enzyme wells
# Y pestis TopoI: Y. pestis Topo-I inhibition via cleavage products. 360,000 compounds, 0.064% hits. Y. pestis Topo-I cleavage product accumulation, plate reader. activity, % at 10 µM; in the data active means activity above about 50%, passing the limit was not always enough; inconclusive means no clear call, values can overlap the other calls; further: inactives centre near 2
# PfHsp40 rescue: rescue of PfHsp40-mediated yeast toxicity; growth rescue, % at 12.5 µM; S. cerevisiae expressing PfHsp40, growth rescue, ATP luminescence; 340,000 compounds, 0.68% hits; AID 504582; in the data active means growth rescue above about 28%, passing the limit was not always enough; inconclusive means no clear call, values can overlap the other calls;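 further: yeast W303a lacking pdr1 and pdr3 grown in galactose medium; growth measured after three days at 30 °C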
# PrPC TRFRET: reduces human prion protein on the cell surface; P04156; cell surface PrPC, TR-FRET read-out; inhibition, % at 13.8 µM; 370,000 compounds, 0.43% hits; AID 720596; in the data active means inhibition above about 24%; further: 0% = median of the test wells and 100% = reference compound wells
# Anthrax LF inh2: anthrax lethal factor protease inhibition; inhibition, % at 10 µM; AID 588501; P15917; multiplex microsphere protease cleavage assay, LF; 360,000 compounds, 0.12% hits; further: plate controls were buffer without enzyme for full effect and enzyme alone for no effect
# Target sequence (P15917 whole entry, looked up): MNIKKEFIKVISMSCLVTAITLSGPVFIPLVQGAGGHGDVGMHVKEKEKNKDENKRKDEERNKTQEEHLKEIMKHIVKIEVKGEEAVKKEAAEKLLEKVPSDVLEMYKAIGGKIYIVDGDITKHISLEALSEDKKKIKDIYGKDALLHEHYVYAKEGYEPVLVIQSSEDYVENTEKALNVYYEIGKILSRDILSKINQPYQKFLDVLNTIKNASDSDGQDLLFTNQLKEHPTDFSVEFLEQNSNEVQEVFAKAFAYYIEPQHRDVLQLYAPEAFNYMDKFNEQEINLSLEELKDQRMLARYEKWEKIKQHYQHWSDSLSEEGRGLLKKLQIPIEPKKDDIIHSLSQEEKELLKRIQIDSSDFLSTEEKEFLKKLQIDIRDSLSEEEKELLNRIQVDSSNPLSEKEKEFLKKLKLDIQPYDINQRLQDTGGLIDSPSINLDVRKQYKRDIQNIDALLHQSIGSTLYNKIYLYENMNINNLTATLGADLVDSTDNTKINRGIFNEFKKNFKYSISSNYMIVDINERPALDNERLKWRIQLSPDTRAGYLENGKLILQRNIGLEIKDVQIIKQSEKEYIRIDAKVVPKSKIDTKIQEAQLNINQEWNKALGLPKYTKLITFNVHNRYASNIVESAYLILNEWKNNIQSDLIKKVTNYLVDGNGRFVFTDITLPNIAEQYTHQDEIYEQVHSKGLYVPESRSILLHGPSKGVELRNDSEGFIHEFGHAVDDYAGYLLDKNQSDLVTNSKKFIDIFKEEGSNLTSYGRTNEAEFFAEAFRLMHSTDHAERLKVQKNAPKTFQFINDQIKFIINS
# FadD28 FP inh: M. tuberculosis FadD28 bisubstrate binding inhibition; FadD28 bisubstrate probe binding, fluorescence polarization; inhibition, % at 12.5 µM; 360,000 compounds, 0.22% hits; in the data active means inhibition above about 8.5%, passing the limit was not always enough; inconclusive means no clear call, values can overlap the other calls
# An asterisk follows results filed as active; ? = inconclusive; nt = not tested or not shown. Unless noted, no stated cut-off is given here; in the data, active means inhibition above about 30%; inconclusive means no clear call, values can overlap the other calls; inactive means below that.
# A first look, five compounds:
SMILES,BoNT F protease,BoNT-A LC inh2,TcdB GH inh,CCHF vOTU inh,Y pestis TopoI,PfHsp40 rescue,PrPC TRFRET,Anthrax LF inh2,FadD28 FP inh
Cc1ccc(C)c(NC(=S)N2CCCC2)c1,6,0.5,1.5,-7,4,0.3,-3,3,-0.9
Cc1ccc(CNC(=O)CCC(=O)N2CC(C)Oc3ccccc32)cc1 (configuration not stated),-2,-0.5,0.3,5,10,1.1,2,2,-1.3
CC(C)C[C@@H](CN)NC(=O)c1nc[nH]c1C(=O)N[C@@H](CC(C)C)C(=O)CNC[C@H](C)NC(=O)c1nc[nH]c1C(=O)N[C@@H](C)C(=O)O,-2,-0.4,-1.2,-7,-9,-0.5,6,-11,-1.1
COc1ccc(-c2nc3ccccc3c(=O)n2CC(C)C)cc1,-6,1.3,1.9,-8,3,0.9,-1,-2,-5.4
OC(CNCCc1ccccc1)c1ccccc1 (configuration not stated),4,1.0,0.8,2,-7,0.4,3,2,-1.4

# All compounds of this part, from the first entry:
SMILES,BoNT F protease,BoNT-A LC inh2,TcdB GH inh,CCHF vOTU inh,Y pestis TopoI,PfHsp40 rescue,PrPC TRFRET,Anthrax LF inh2,FadD28 FP inh
Cc1ccc(C)c(NC(=S)N2CCCC2)c1,6,0.5,1.5,-7,4,0.3,-3,3,-0.9
Cc1ccc(CNC(=O)CCC(=O)N2CC(C)Oc3ccccc32)cc1 (configuration not stated),-2,-0.5,0.3,5,10,1.1,2,2,-1.3
CC(C)C[C@@H](CN)NC(=O)c1nc[nH]c1C(=O)N[C@@H](CC(C)C)C(=O)CNC[C@H](C)NC(=O)c1nc[nH]c1C(=O)N[C@@H](C)C(=O)O,-2,-0.4,-1.2,-7,-9,-0.5,6,-11,-1.1
COc1ccc(-c2nc3ccccc3c(=O)n2CC(C)C)cc1,-6,1.3,1.9,-8,3,0.9,-1,-2,-5.4
OC(CNCCc1ccccc1)c1ccccc1 (configuration not stated),4,1.0,0.8,2,-7,0.4,3,2,-1.4
CCCn1c(=O)n(C)c(=O)c2c(SC(C)C(=O)NCC3CCCO3)nc(CC(C)C)nc21 (configuration not stated),-8,-1.6,0.7,2,-1,0.5,-5,-10,-1.2
O=C(O)c1ccccc1C(=O)c1ccc(N2CCOCC2)c([N+](=O)[O-])c1,-5,-0.4,0.0,12,7,-0.6,-19,-2,0.2
Cc1csc(NC(=O)C(Cc2ccccc2)n2cccc2)n1 (configuration not stated),-4,-1.2,1.7,3,-2,-0.5,11,-6,-1.2
CCCC[n+]1ccn(-c2nc3ccccc3nc2[N-]S(=O)(=O)c2cccs2)c1,?,?,1.9,-20,-6,0.9,-10,-2,-2.4
COC(=O)c1ccc(CSC2=NCCS2)cc1,-6,-1.4,nt,15,3,0.1,0,-4,0.2
COc1ccc(-c2cc(OC)c3ccccc3n2)cc1,-1,0.9,nt,-11,13,-0.6,-1,-1,-3.5
COc1cccc(OC)c1C(=O)Oc1ccc2c(c1)O/C(=C\c1ccncc1)C2=O,1,0.3,0.4,-1,2,2.2,-3,-1,-2.1
Cc1ccc(/C=N/Nc2nncc(-c3ccccc3)n2)o1,-2,0.4,0.8,7,6,-0.8,-15,-4,-2.4
CC(NC(=O)C1(c2cccs2)CCOCC1)c1ccccc1 (configuration not stated),1,-0.2,0.9,-3,-1,-1.4,-5,-2,-3.9
Cc1cc(NC(=O)CSc2nc3ccccc3c(=O)n2CCCC(=O)NCc2ccccc2)n[nH]1,-10,-1.6,nt,-2,7,0.5,-2,-2,-2.3
CCc1nnc(NC(=O)CCC(=O)Nc2ccc(C)cc2)s1,4,-2.3,1.8,0,-2,0.0,-3,-1,1.6
O=C(NCc1ccncc1)c1nc(-c2ccc(C(F)(F)F)cc2)no1,-1,-0.3,-0.2,6,-7,0.3,10,-2,-3.1
CN(C)N1C(N)=C(C#N)C(c2cccnc2)C2=C1CC(C)(C)CC2=O (configuration not stated),-20,-0.4,nt,3,-3,-1.0,2,-1,-3.8
c1ccc(Cn2nnc3c(N4CCC5(CC4)OCCO5)ncnc32)cc1,1,0.5,nt,10,5,0.2,2,-4,-0.6
CC(Sc1nnc(-c2ccccc2)c(-c2ccccc2)n1)C(=O)NCC1CCCO1 (configuration not stated),2,-0.1,0.6,9,-6,0.9,-20,-6,-3.8
COc1ccccc1NS(=O)(=O)c1ccc(C(=O)N2CCCC(C)C2)cc1 (configuration not stated),5,-0.2,0.8,10,1,-0.3,2,-3,-2.2
O=C(O)c1ccc(NC(=O)c2cn(-c3ccccc3)nc2-c2ccc(Br)cc2)cc1,4,-0.4,0.9,9,9,69*,5,-7,-10
CC1=C(C)CC(C(=O)c2ccc(C)cc2)C(C(=O)O)C1 (configuration not stated),-8,-1.4,nt,-3,8,4.3,3,2,-0.5
CCC(=O)Nc1ccc2c(c1)nc(CCN1CCC(C)CC1)n2C,-4,-3.2,1.2,3,-4,-1.9,-2,-8,nt
CC(Cc1ccco1)NC(=O)c1ccc(C(F)(F)F)cc1 (configuration not stated),8,-1.2,1.4,-1,-4,-0.8,0,2,-0.7
Cc1ccc(S(=O)(=O)N2[C@@H](c3ccccc3F)C(C(=O)O)=CC[C@H]2c2ccc(Cl)cc2)cc1,-5,-0.3,-0.3,26,1,5.4,4,6,-2.2
CCOC(=O)c1cc(C(=O)OCC)c2ccccn2c1=O,6,1.1,nt,-225,0,-0.1,-21,-1,-3.0
COc1ccc(NC(=O)COC(=O)c2ccc3c(c2)OCCO3)cc1,-3,0.1,0.5,21,-7,nt,-5,-6,-2.1
Cc1ccc(C)c(C(=O)NC2CC(C)(C)NC(C)(C)C2)c1,8,0.6,nt,-7,4,-1.2,1,19,-1.5
O=C(c1ccc(Cl)c(S(=O)(=O)N2CCCC2)c1)N1CCN(c2ccccn2)CC1,1,0.9,nt,-9,-6,1.1,1,-1,0.8
Cc1cccc(C)c1NC1=NC(=S)N(c2ccc(C(=O)O)cc2)C12CCCCC2,-3,-1.7,0.5,1,2,-0.5,3,-2,-0.1
COc1cccc(/C=N/NC(=O)c2nnn(-c3nonc3N)c2CN(C)c2ccccc2)c1,-1,0.9,2.6,18,-4,0.7,4,1,-3.1
CCOC(=O)c1cnc2ccccc2c1Nc1ccc2c(c1)OCCO2,-8,-1.1,3.1,-6,17,-0.2,4,-4,-2.8
CSCCC(NC(=O)/C(=C\c1ccc(Cl)cc1)NC(=O)c1ccccc1)C(=O)O (configuration not stated),-5,-0.9,0.4,-1,5,-1.1,1,-14,-1.8
COc1cccc(Oc2c(C)oc3c(CN4CCCC4)c(O)ccc3c2=O)c1,-2,-0.7,1.0,-287,-6,-1.6,9,-2,-0.9
C=CCN(c1ccccc1C(=O)O)S(=O)(=O)/C=C/c1ccccc1,-3,-0.5,0.5,-5,-10,0.0,1,3,-2.6
NC(=O)C(c1ncc(C(F)(F)F)cc1Cl)c1c(Cl)cccc1Cl (configuration not stated),48*,?,nt,-2,2,-0.2,-2,?,-1.4
Cc1ccc2nc(SCC(=O)N(C)C3CCS(=O)(=O)C3)[nH]c2c1 (configuration not stated),2,-2.3,1.1,-3,6,0.1,-3,-4,nt
C=CCN1C(=O)/C(=C/c2ccccc2)S/C1=N/c1nccs1,-6,-0.3,nt,9,-7,-0.3,-4,-2,-1.1
CCN(CC)c1ccc(/C=N/NC(=S)NC)c(O)c1,-8,-0.5,-11,5,-6,7.9,2,-4,-2.9
COc1ccc(Cl)cc1NC(=O)C(OC)c1ccccc1 (configuration not stated),-9,-0.8,0.1,0,7,-0.1,-4,-4,-2.4
CCOc1ccc(NC(=O)CCNS(=O)(=O)c2cccc3nonc23)cc1,-15,-3.0,2.0,0,0,1.2,-26,2,-1.9
COc1ccccc1-c1csc(C(NC(C)=O)c2ccc(F)c(F)c2)n1 (configuration not stated),2,0.1,0.7,0,10,nt,-2,-5,-2.6
COc1ccccc1NC(=O)CCn1c(=S)oc2ccccc21,-13,0.6,0.3,-7,6,-3.3,-7,10,-2.0
COc1cc(OC)nc(Oc2ccccc2C=O)n1,18,2.5,1.5,1,-1,-0.5,5,4,-1.4
COc1cccc(C(=O)NCCS(=O)(=O)N2CCC3(CC2)OCCO3)c1,nt,nt,0.9,1,2,0.9,-5,nt,-1.8
CCOC(=O)c1cnn(-c2ccc(C(C)C)cc2)c1NC(=O)C1CCC1,-6,0.1,nt,-3,0,2.7,3,-2,-1.1
CC1Cc2nc(SCC(=O)NCC3CCCO3)n(Cc3ccccc3)c(=O)c2S1 (configuration not stated),-10,-1.4,nt,-6,5,-0.1,0,-6,-1.2
O=C(CSc1nnnn1C1CCCCC1)Nc1ccccc1F,-1,-0.6,1.1,-14,13,0.6,4,-3,-0.4
CCn1c(=O)c([N+](=O)[O-])c(NCc2ccco2)c2ccccc21,0,0.4,1.5,11,-5,nt,-8,-2,-0.7
C/C(=N\NC(=O)c1ccc(O)cc1)c1ccc(NC(=O)Cc2ccccc2)cc1,8,1.0,1.6,12,-9,-0.9,1,1,-2.2
COc1ccc(NC(=O)NNC(=O)c2cc(C3CC3)nc3ccccc23)c(OC)c1,-12,-7.8,0.6,8,-3,1.9,-1,-1,-0.7
Cc1ccc(NC(=O)C(CC(C)C)NC(=O)C2CCC(C)CC2)nc1 (configuration not stated),-4,-0.6,nt,-21,8,-0.8,-1,0,0.0
CN(C)S(=O)(=O)c1ccc(C(=O)NCCOc2ccccc2)cc1,2,-0.1,nt,8,-1,0.0,-2,-1,-3.1
CCN(CC)CCn1c(NCc2nc3ccccc3n2Cc2ccccc2)nc2ccccc21,-19,-0.2,nt,3,-7,-0.8,0,-5,-5.8
CCN(CC)c1ccc(C(=O)NNC(=O)CN2C(=O)NC3(CCCCC3)C2=O)cc1,1,-2.2,1.3,-3,-5,0.8,2,2,-2.2
COc1ccccc1CCC(=O)OCC(=O)Nc1cccc(S(=O)(=O)N2CCCCC2)c1,1,2.0,1.7,5,20,0.9,-3,-2,0.1
Cc1nn(CCOc2ccccc2)c(=O)n1-c1ccc(Cl)cc1,4,-0.4,15*,-7,1,0.4,8,-1,-5.3
O=C(CSc1ccc(Cl)cc1)NC1CCCC1,8,0.1,nt,-7,2,0.9,3,-7,-3.1
Cc1ccc(-n2ncc3c2CC(C)(C)CC3NC(=O)CCc2cccnc2)cc1 (configuration not stated),2,2.2,1.7,-2,11,2.4,3,-3,-1.3
# Additional records:
SMILES,BoNT F protease,BoNT-A LC inh2,TcdB GH inh,CCHF vOTU inh,Y pestis TopoI,PfHsp40 rescue,PrPC TRFRET,Anthrax LF inh2,FadD28 FP inh
COc1ccc(-n2nnc3c(=O)n(CC(=O)Nc4cc(C)on4)cnc32)cc1OC,-4,-0.9,0.2,-6,-5,-0.3,-4,-3,-3.8
COc1ccc(C(=O)N/N=C\C(C)=C\c2ccccc2)cc1OC,?,-6.0,-0.3,-3,7,1.4,-6,23,-7.4
Cc1ccc(C2N(c3ccc(Cl)c(Cl)c3)C(=O)C3CCCN32)o1 (configuration not stated),1,0.4,nt,-2,10,1.0,0,-5,-3.0
Cc1ccc(S(=O)(=O)N2CCN(C(=O)NCc3ccc(F)cc3)CC2)c(C)c1,12,-2.8,-0.7,8,31,1.4,1,-3,nt
CCCCN(C)C/C(O)=C(\C#N)c1nc(-c2ccccc2)cs1,-5,?,nt,-2,0,-1.1,-9,-2,-0.3
COc1ccccc1NS(=O)(=O)c1cccc(C(=O)N/N=C2\CC(=O)CC(C)(C)C2)c1,-4,-0.2,-1.9,-6,-3,0.1,-4,-3,0.7
CCOc1ccc(CNC(=O)CCC(=O)N2CCSc3ccccc32)cc1,1,-0.4,8.2,6,21,-0.4,-2,-5,-0.7
Cc1ccc(C(C)C)c(OCC(=O)NS(=O)(=O)c2ccc(Cl)cc2)c1,-3,-0.6,0.1,21,-4,1.3,1,-2,-15
CNc1ccc(Cl)cc1C(N)=O,?,1.8,-0.9,-86,5,-0.6,8,-5,-0.2
CC1(C)C=Cc2cc3ccc(=O)oc3cc2O1,-10,-0.8,2.3,-34,-7,0.0,-4,-13,-0.3
c1ccc2[nH]c(CSc3ncnc4c3oc3ccccc34)nc2c1,6,0.9,nt,-7,1,-1.4,29*,3,-0.6
NC(=O)CSc1nnnn1-c1cccc(Cl)c1,-1,-0.2,4.8,-3,0,0.5,6,-2,-3.2

# Assay outcomes as filed in PubChem.
